MITF TRPM1 inh = MITF TRPM1 promoter inhibition in SK-MEL-5 cells; AID 488899; SK-MEL-5 TRPM1 promoter luciferase, 24 h; inhibition, % at 12.5 µM; actives 0.83% (n = 330,000);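 active = mean inhibition across replicates of 60% or more, whatever share of single replicates reaches that level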; note: values of inactives mirror those of a sister screen read the other way
LMP1 NFkB inh = reduces LMP1-driven NF-kappaB luciferase signal; LMP1-induced NF-kappaB luciferase reporter cells, luminescence; inhibition, % at 12.5 µM; actives 0.69% (n = 350,000); in the data active = inhibition above about 41%;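 note: 0% = neutral control wells and 100% = reference inhibitor control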
NR2E3 ag-1 = activates human photoreceptor nuclear receptor NR2E3; inhibition of corepressor binding, % at 4.78 µM; GST-NR2E3/biotin-RetCOR TR-FRET, 1536-well; AID 2300; actives 0.12% (n = 320,000);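 active = percent inhibition above the cutoff of mean plus 3 SD of all tested compounds, set per screening campaign, cut at about 20% in these data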;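 note: 0% = DMSO wells and 100% = biotin wells as full block of FRET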
Target sequence (Q9Y5X4 whole entry, looked up): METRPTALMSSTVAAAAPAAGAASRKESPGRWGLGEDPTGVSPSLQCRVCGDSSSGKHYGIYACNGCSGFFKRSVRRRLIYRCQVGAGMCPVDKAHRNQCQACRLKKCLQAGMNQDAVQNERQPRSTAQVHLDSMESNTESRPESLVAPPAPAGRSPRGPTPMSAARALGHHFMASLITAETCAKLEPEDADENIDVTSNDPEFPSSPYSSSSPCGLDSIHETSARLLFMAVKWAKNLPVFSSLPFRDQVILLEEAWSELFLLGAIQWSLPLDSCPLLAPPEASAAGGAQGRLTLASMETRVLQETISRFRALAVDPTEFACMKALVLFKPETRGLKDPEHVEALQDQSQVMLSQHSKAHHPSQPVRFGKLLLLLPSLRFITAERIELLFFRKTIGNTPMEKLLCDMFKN
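System: GST-tagged NR2E3 plus biotinylated RetCOR corepressor; Buffer or medium: pH 7.5 Tris-based buffer; Probe or stimulus: RetCOR corepressor, biotinylated, 7 nM; Doses: compound at 4.8 µM, single dose; Schedule: 5 h incubation at 4 °C; Technique: time-resolved FRET; Evaluation: percent inhibition of TR-FRET ratio; Replication: one well per compound, singlicate testing.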
C8 TRAIL sens = caspase-8 TRAIL sensitization | NB7+C8 cells + TRAIL, ATPlite viability luminescence | inhibition (viability loss, TRAIL sensitization), % at 10 µM | actives 1% (n = 360,000) | AID 624354;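 active = compounds causing at least 50% loss of cell viability in the single-dose screen, relative to plate controls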
Shn3 inh set2 = Schnurri-3 reporter inhibition in Clone20 osteoblasts; inhibition, % at 12.5 µM; actives 0.52% (n = 360,000); Clone20 osteoblast Shn3 3'UTR firefly luciferase, 24 h;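 active = mean inhibition of at least 75% with every replicate also reaching 75%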;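 note: 0% = median of neutral control wells and 100% = pilot-screen positive control compound; some compounds past the cut are filed as inactive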
CF NFkB block = cystic fibrosis NF-kB activation inhibition; AID 588850; actives 0.86% (n = 360,000); inhibition, % at 5 µM; KKLEB NF-kB-GFP reporter, PAF-induced, GFP fluorescence overnight;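 active = at least 50% inhibition at 5 µM, scaled per plate between neutral and stimulator controls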;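 note: PAF is a Pseudomonas aeruginosa culture filtrate used as stimulus; plate controls were PAF-stimulated DMSO wells for no effect and unstimulated DMSO wells for full effect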
NR2E3 ag-2 = activates human NR2E3 receptor; AID 602229; inhibition of corepressor binding, % at 3.98 µM; actives 0.35% (n = 360,000); CHO-S Gal4-NCOR/VP16-NR2E3 two-hybrid, luciferase; Q9Y5X4;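 active = inhibition above the mean of all tested compounds plus 3 SD, cut at about 70% in these data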;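 note: 0% = DMSO with NR2E3 transfected cells and 100% = cells lacking NR2E3 construct; higher means lower luciferase signal from less NR2E3 corepressor binding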
KKLEB cytotox = reduces viability of KKLEB cystic fibrosis airway cells. actives 0.36% (n = 360,000). activity change (cytotoxicity), % at 5 µM. AID 602141. KKLEB CF airway cells viability, ATPlite luminescence, overnight; hits give low values; cells stimulated with P. aeruginosa culture filtrate;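 active = corrected activity change at or below -50% at 5 µM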
hiPSC survival = increases survival of single human iPS cells; actives 0.044% (n = 360,000); hiPSC single-cell survival, ATPlite luminescence; 100% = ROCK inhibitor wells, 0% = DMSO; survival enhancement, % at 20 µM; in the data active = survival enhancement above about 18%;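 note: cells exposed to compounds for 16 hours before the ATP read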
HIF-2a block = HIF-2a inhibition; 786-0 RCC cells HIF-2a reporter, luciferase luminescence, overnight; inhibition, % at 18.8 µM; actives 0.72% (n = 360,000);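 active = inhibition of the luminescence signal of 40% or more relative to plate controls, in a single-dose primary screen at 18.75 µM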
Peg3 promoter = inhibitors of Peg3 promoter; HeLa PEG-Prom luciferase reporter, luminescence, overnight; inhibition, % at 20 µM; actives 1.7% (n = 360,000);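 active = inhibition of at least 50% at 20 µM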
An asterisk follows results filed as active; i = inactive; · = not tested or not shown. Only part of the results is shown; count on the stated rates, not on these rows.

SMILES | MITF TRPM1 inh | LMP1 NFkB inh | NR2E3 ag-1 | C8 TRAIL sens | Shn3 inh set2 | CF NFkB block | NR2E3 ag-2 | KKLEB cytotox | hiPSC survival | HIF-2a block | Peg3 promoter
COc1ccc(CN(CC(=O)NCc2ccc(F)cc2)C(=O)CCC(=O)Nc2cc(C)ccn2)cc1 | -1 | -13 | -1 | 7 | -16 | -11 | 1 | -6 | 1.6 | 4 | 8
CCCCn1ccnc1C(=O)c1cc(S(=O)(=O)N2CCOCC2)ccc1C | 30 | 18 | 1 | 17 | 78 | 14 | 22 | -4 | -2.2 | 4 | 18
CCOC(=O)c1ccc(NC(=S)NCCc2ccc(OC)c(OC)c2)cc1 | 4 | -1 | -4 | 3 | -3 | 12 | -11 | -13 | 0.7 | 17 | 2
O=C1[C@H]2[C@@H](c3ccc(C(F)(F)F)cc3)N[C@]3(CCCN(CC4CCCCC4)C3=O)[C@H]2C(=O)N1Cc1ccccc1 | · | -2 | · | 3 | -1 | 7 | -10 | -8 | 12 | -2 | 20
Cc1ccccc1/C=N/n1c(C2CCCCC2)n[nH]c1=S | -18 | 2 | -2 | -4 | 2 | 2 | -1 | -6 | 0.2 | 16 | 13
COc1cccc(OC)c1NC(=O)Cc1nn(C)c(=O)c2ccccc12 | 13 | -1 | 4 | -4 | 14 | -9 | 7 | 3 | -2.3 | 13 | 6
Cc1c(CNCc2cccs2)c(C(=O)O)c(C)n1Cc1ccccc1 | 18 | 3 | 3 | 15 | 11 | 14 | 0 | -6 | 7.9 | 2 | 16
COc1cccc(CNC(=O)c2ccc(NC3=NC4CS(=O)(=O)CC4S3)cc2)c1 (stereo not given) | -1 | 2 | 0 | -7 | -7 | 2 | -41 | 10 | -0.2 | 7 | -15
O=C(CNC(=O)N1CC(=O)Nc2ccccc21)Nc1ccc(Br)cc1F | · | 10 | · | -1 | -7 | -4 | -9 | 6 | 0.5 | 8 | 6
Nc1ccccc1NC(=O)CCn1c(=S)[nH]c2ccccc2c1=O | -1 | 9 | -2 | 17 | -13 | -1 | -31 | 12 | -0.6 | -23 | 4
O=C(CN(Cc1ccccc1Cl)C(=O)c1csnn1)NCCc1ccccc1 | 8 | -1 | 1 | -1 | -6 | 18 | -18 | -8 | 0.9 | 0 | 14
NC(=O)c1ccc[n+](CC(=O)OCCC23CC4CC(CC(C4)C2)C3)c1 | 3 | -4 | 0 | -5 | 0 | 6 | -4 | -17 | -1.0 | 7 | -10
COc1ccccc1-c1nn2c(-c3ccco3)nnc2s1 | -137 | -15 | 12 | -3 | 23 | -60 | -53 | 0 | -0.6 | i | -314
CCC1(CC)C(=O)NN(c2ccccc2)C1=O | 8 | -7 | -4 | 10 | -8 | -17 | -29 | 0 | 1.2 | 11 | 3
COCCOC(=O)C1=C(C)NC(=O)NC1c1ccc(-c2cc(Cl)ccc2Cl)o1 (stereo not given) | 5 | -15 | 2 | -7 | -7 | 12 | 4 | -6 | -0.1 | 13 | 24
O=[N+]([O-])c1ccc(CNc2cccc(Cl)c2)s1 | 13 | 0 | 1 | 5 | -16 | -6 | -16 | -12 | -0.1 | -1 | -21
CC(C)Sc1ccccc1C(=O)Nc1ccc2c(c1)n(C)c(=O)n2C | -12 | 1 | · | -12 | 7 | -43 | 11 | 2 | -0.4 | 3 | 8
O=C(O)C(c1ccccc1)C(O)c1ccc2c(c1)OCO2 (stereo not given) | -3 | 8 | · | -2 | -7 | -8 | -20 | -4 | -0.3 | -24 | -21
CN1CCN(C(=S)c2ccc([N+](=O)[O-])cc2)CC1 | -2 | -6 | 2 | 12 | -10 | 4 | 12 | 13 | -1.0 | 9 | 1
CC1(c2ccc3c(c2)OCO3)NC(=O)N(CC(=O)NCCC2=CCCCC2)C1=O (stereo not given) | 19 | 1 | 2 | 21 | 1 | -22 | -7 | -1 | -1.6 | 4 | -2
COc1cccc(C(C)(O)c2nc(-c3ccc(S(C)(=O)=O)cc3)cs2)c1 (stereo not given) | · | · | · | 10 | 25 | 1 | 20 | 2 | 10 | 12 | 12
CCn1cc(C(=O)O)c(=O)c2cc(OC)ccc21 | -5 | -4 | -7 | 4 | -3 | -4 | -17 | -5 | 2.7 | 4 | -3
CCOC(=O)CN(C(=O)CNC(=O)c1ccco1)C(C(=O)NC1CCCCC1)c1cccs1 (stereo not given) | 7 | -5 | 1 | 4 | 3 | 6 | -33 | -2 | -1.1 | 14 | 14
O=c1cc(-c2ccccc2Cl)oc2c(Br)ccc(O)c12 | -49 | -16 | 2 | 18 | -60 | 12 | -30 | -26 | -0.9 | -228 | -309
COc1ccc(NC(=O)COC(=O)Cc2cccs2)cc1Cl | · | 1 | · | 4 | -31 | 3 | -15 | -4 | -2.9 | 0 | 0
O=C(NN=Cc1ccc2c(c1)OCO2)c1ccncc1 | 4 | -6 | · | -9 | -1 | 8 | -12 | -12 | -0.6 | -12 | -2
CCCS(=O)(=O)c1c(S(=O)(=O)CCC)c2ccc(C(N)=O)cn2c1C(=O)c1ccc(OC)cc1 | -4 | -10 | 0 | 0 | -23 | 24 | -25 | -6 | -0.7 | 14 | 13
O=C(Nc1ccc(Cl)cc1)C1=Cc2ccccc2OC1 | -38 | -50 | -1 | 7 | -37 | 5 | -69 | -10 | -0.3 | -216 | -321
O=C(CCSc1nnc(-c2ccncc2)o1)Nc1ccc(Cl)cc1 | -2 | -5 | 1 | 30 | -1 | 2 | -8 | 0 | -2.3 | 11 | -4
COc1ccc(-c2nc(=S)c3c(n2Cc2cccnc2)CC(C)(C)OC3)cc1 | 0 | 10 | 0 | 0 | -13 | 9 | -26 | -9 | -0.4 | 22 | -2
N#Cc1ccc(-c2ccccc2)nc1SCC(=O)c1cccc(Cl)c1 | -11 | -11 | 5 | 6 | -25 | -2 | -17 | 4 | 2.5 | -18 | 1
CN(C)CCNC(=O)c1ccc(COc2ccc(Cl)cc2Cl)cc1 | 17 | -39 | 2 | 19 | -7 | 26 | -44 | -28 | -0.6 | -73 | 54*
CCCNC(=O)c1ccc2c(=O)c(O)c(-c3cccc(Br)c3)[nH]c2c1 | 31 | -15 | -1 | 12 | 62 | 6 | -10 | -3 | -3.7 | 21 | 36
CCN(CCCNC(=O)C1CCC(=O)N1Cc1ccc(F)cc1)c1cccc(C)c1 (stereo not given) | 6 | -1 | -3 | -6 | 5 | -2 | -15 | 7 | -2.2 | 0 | 2
Fc1ccc(Nc2ccc3ccccc3n2)c(F)c1 | -24 | -5 | -1 | 40 | -33 | -38 | -174 | 4 | -2.5 | -208 | -209
CCn1c(SCC(=O)C(C)(C)C)nnc1-c1cccnc1 | 1 | 1 | 8 | 6 | 10 | -15 | -7 | 2 | 1.7 | -6 | 2

Next part, starting with the last 3 of the part before.
SMILES | MITF TRPM1 inh | LMP1 NFkB inh | NR2E3 ag-1 | C8 TRAIL sens | Shn3 inh set2 | CF NFkB block | NR2E3 ag-2 | KKLEB cytotox | hiPSC survival | HIF-2a block | Peg3 promoter
CCN(CCCNC(=O)C1CCC(=O)N1Cc1ccc(F)cc1)c1cccc(C)c1 (stereo not given) | 6 | -1 | -3 | -6 | 5 | -2 | -15 | 7 | -2.2 | 0 | 2
Fc1ccc(Nc2ccc3ccccc3n2)c(F)c1 | -24 | -5 | -1 | 40 | -33 | -38 | -174 | 4 | -2.5 | -208 | -209
CCn1c(SCC(=O)C(C)(C)C)nnc1-c1cccnc1 | 1 | 1 | 8 | 6 | 10 | -15 | -7 | 2 | 1.7 | -6 | 2
Cc1ccc(-c2cc3nc(C)cc(N4CCN(C(=O)c5ccoc5)CC4)n3n2)cc1 | · | 8 | · | -4 | 2 | -5 | -16 | 5 | -2.0 | -40 | -24
NS(=O)(=O)c1ccc(CCNC(=O)CSc2ncnc3ccccc23)cc1 | 14 | -7 | 2 | -7 | 6 | -5 | 1 | 20 | -0.1 | -1 | -3
COc1cccc(NC(=O)c2ccc(CN3CCN(c4ccccc4)CC3)cc2)c1 | 18 | -11 | 1 | 13 | 23 | -32 | -17 | 6 | -0.4 | -22 | 8
Cc1ccc2c(c1)C1CN(C)CCC1N2C(=O)c1cccc(S(=O)(=O)N(C)C)c1 (stereo not given) | 4 | 9 | 0 | 2 | -2 | 1 | 7 | 18 | -1.3 | 8 | -4
CCN(CC)CCn1c(-c2ccc(C)cc2)nc(=S)c2c1CC(C)(C)OC2 | -3 | 3 | 1 | 14 | -15 | 3 | 17 | -2 | -0.7 | 8 | -5
O=C(/C=C/c1ccc(N2CCCCC2)c([N+](=O)[O-])c1)c1ccc(O)cc1 | -15 | -26 | -3 | 2 | 3 | 11 | -99 | -13 | -1.3 | -224 | -107
CCCc1cc(=O)oc2cc(C)cc(OC(C)C(=O)NCC3CCC(C(=O)O)CC3)c12 (stereo not given) | -2 | -4 | 2 | -7 | -5 | 6 | -4 | 9 | -1.3 | -1 | 4
Cc1ccc(C(=O)OCC(=O)NCCNC(=O)COC(=O)c2ccc(C)o2)o1 | 5 | 4 | 3 | 9 | -4 | 15 | -17 | -9 | 0.4 | -4 | -5
CCOc1ccccc1C(=O)Nc1ccc(S(=O)(=O)N2CCN(C)CC2)cc1 | -3 | 6 | · | -14 | -11 | 13 | -17 | 1 | 1.0 | 7 | 16
CCN(CC)c1ccc(N)cc1S(=O)(=O)Nc1ccc(OC)cc1 | 1 | 3 | 3 | -22 | 22 | 7 | 11 | 12 | -0.8 | 15 | -5
Cc1ccc(S(=O)(=O)NC(=O)C2(C)CCN2C(=O)c2ccccc2)nc1 (stereo not given) | · | · | · | -4 | -1 | 3 | -7 | 5 | 3.6 | -12 | -9
COc1c(F)c(F)c(C(=O)O)c(Nc2ccc(C)cc2)c1F | 10 | 5 | 6 | 2 | -18 | 10 | -8 | -2 | -2.1 | 8 | 3
O=C(Cn1cc(S(=O)(=O)N2CCCC2)c(S(=O)(=O)N2CCCC2)c1)NCc1ccco1 | 6 | -5 | 1 | -5 | -1 | 4 | 10 | 7 | 2.2 | 8 | 5
O=C(O/N=C1/CCSc2ccccc21)c1ccc(F)cc1 | 0 | -2 | 2 | -6 | 6 | 12 | -21 | -6 | 1.4 | -70 | -54
Cc1ccc(S(=O)(=O)N2CCN(C(=S)NCc3ccc4c(c3)OCO4)CC2)cc1 | 12 | -24 | 3 | -19 | 37 | 1 | 14 | 14 | -0.2 | 9 | 22
COc1ccc(C)c(Cn2c(-c3nonc3N)nc3ccccc32)c1 | 28 | 7 | 0 | 4 | 30 | 33 | -70 | -46 | -2.3 | 14 | 26
COc1ccc(CCNC(=O)CCc2ccc(S(=O)(=O)NC(C)C)cc2)cc1 | 3 | 18 | -2 | -2 | 15 | 5 | -1 | 4 | 0.5 | 10 | 0
CCCCOc1cccc(C(=O)Nc2ccc(N3CCN(CC)CC3)cc2)c1 | -19 | -13 | 3 | 10 | -3 | 4 | -4 | -5 | -2.3 | -27 | 3
CC(Sc1nnc(-c2cccnc2)n1N)C(=O)NCCC1=CCCCC1 (stereo not given) | -6 | -6 | · | -1 | 4 | 2 | 4 | 10 | 0.2 | 5 | 3

Bioassay records as filed in PubChem.
